RXFP1 agonist: qHTS Assay for Agonists of the Relaxin Receptor RXFP1 | 370,000 tested, 0.3% active | Potency, µM (series often up to 57.5 µM), for the others: at the highest dose activation, most hits filed as activators | HEK293T-RXFP1 cAMP TR-FRET, 30 min; response scale: percent of porcine relaxin response, buffer zero | AID 2676, 2010; note: potency is the fitted concentration of half-maximal effect; % is set by controls: 0 for no effect and ±100 for the full control effect; nearly all actives have a fitted effect of over 60% in size; many of its hits are not listed in these tables
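HEK293 cells stably expressing RXFP1, treated 30 min at 37C with compounds plus PDE4 inhibitor Ro 20174; cAMP measured by HTRF TR-FRET. Normalized to buffer and 29 nM porcine relaxin; EC50 by Hill fit.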
LDHA block: qHTS assay for inhibitors of human lactate dehydrogenase | purified LDHA, NADH/diaphorase-resazurin fluorescence; active compounds read low | L-lactate dehydrogenase A chain (Homo sapiens), P00338 | 480,000 tested, 0.15% active | activity change, % (values are at about 110 or 230 µM); in the data active = activity change below about -30%; inconclusive = mostly about -25% to -30%;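 note: plate controls were DMSO wells for no effect and wells without enzyme for full effect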
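Enzyme activity of human lactate dehydrogenase 5 (2 nM; 0.06 mM NADH, 0.2 mM pyruvate, 5 min, RT) is measured via a resazurin/diaphorase fluorescence readout of residual NADH.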
Glioma ERSR ind: qHTS for Inducers of the Endoplasmic Reticulum Stress Response (ERSR) in Human Glioma: qHTS; AID 602332, 2012; 420,000 tested, 0.02% active; Potency, µM, for inactives: at the highest dose activation, most hits filed as activators; U87-MG GRP78 promoter luciferase reporter, 16 h; note: potency is the fitted concentration of half-maximal effect; series mostly up to about 76 µM; % of control where 0% means no effect; nearly all actives have a fitted effect of over 35% in size
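Stably transfected U87-MG glioma cells carrying a GRP78-based luciferase sensor; 16 h compound incubation. Luminescence end-point read 10 min after Bright-Glo addition at room temperature.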
PI4K2A block: qHTS for small molecular inhibitors of PI4K2A; AID 1346378, 2018; purified PI4K2A, ADP-Glo luminescence, 1 h; active compounds read low; Phosphatidylinositol 4-kinase type 2-alpha (Homo sapiens), Q9BTU6; 420,000 tested, 0.13% active; activity change, negative = inhibition, % at 76.9 µM; in the data active = activity change below about -50%; inconclusive = mostly about -30% to -49%;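 note: -100% = wells without enzyme as full effect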
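PI4K2A activity was measured by ADP-Glo luminescence: enzyme (4 ug/mL stock) and phosphatidylinositol (1.2 mM stock) in Tris pH 7.5/MgCl2/EGTA/Triton X-100 buffer were reacted with ATP (300 microM stock) for one hour at ambient temperature.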
USP1 inh: Inhibitors of USP1/UAF1: Primary Screen | Ubiquitin carboxyl-terminal hydrolase 1 (Homo sapiens), O94782 | 390,000 tested, 0.23% active | Potency, µM (titrated, usually from 57.1 µM), for the others: top-dose activity change, negative = inhibition, most hits filed as inhibitors | recombinant USP1/UAF1, Ub-Rhodamine cleavage fluorescence; note: potency is the fitted concentration of half-maximal effect; % is set by controls: 0 for no effect and ±100 for the full control effect; nearly all actives have a fitted effect of over 60% in size; inactives centre near -12
Target sequence (O94782 whole entry, looked up): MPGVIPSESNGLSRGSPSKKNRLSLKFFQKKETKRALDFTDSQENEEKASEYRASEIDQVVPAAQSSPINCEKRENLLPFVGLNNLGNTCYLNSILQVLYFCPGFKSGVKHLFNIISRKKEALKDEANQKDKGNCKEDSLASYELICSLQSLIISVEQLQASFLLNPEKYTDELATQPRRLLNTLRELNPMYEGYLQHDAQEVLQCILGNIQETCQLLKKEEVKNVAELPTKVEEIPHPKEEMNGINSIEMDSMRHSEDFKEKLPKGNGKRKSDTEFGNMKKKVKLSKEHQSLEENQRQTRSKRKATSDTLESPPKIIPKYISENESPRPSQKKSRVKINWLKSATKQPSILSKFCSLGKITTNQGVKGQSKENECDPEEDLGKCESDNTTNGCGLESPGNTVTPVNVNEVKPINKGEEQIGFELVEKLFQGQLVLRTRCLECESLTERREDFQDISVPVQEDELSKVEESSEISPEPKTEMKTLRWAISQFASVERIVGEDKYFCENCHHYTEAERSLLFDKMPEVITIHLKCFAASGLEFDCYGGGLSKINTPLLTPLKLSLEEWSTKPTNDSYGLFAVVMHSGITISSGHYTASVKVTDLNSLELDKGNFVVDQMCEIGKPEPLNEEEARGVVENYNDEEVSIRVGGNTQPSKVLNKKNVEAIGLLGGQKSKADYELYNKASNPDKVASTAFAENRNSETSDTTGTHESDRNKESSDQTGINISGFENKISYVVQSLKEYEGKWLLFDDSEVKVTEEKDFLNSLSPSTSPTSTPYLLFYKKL
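High-throughput fluorogenic screen: 1nM USP1/UAF1 complex, Ub-Rho substrate 150nM final, 50mM HEPES pH 7.8 with 0.5mM EDTA, 0.1 mg/ml BSA, 1mM TCEP and 0.01% Tween-20.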
Vif-APOBEC3F blk: qHTS for Inhibitors of Vif-A3F Interactions: qHTS | HeLa A3F-eYFP + Vif (tagged APOBEC3F with the HIV-1 protein that degrades it), YFP fluorescence increase | Potency, µM (titrated, usually from 46.1 µM), for inactives: top-dose activity, negative = active | 390,000 tested, 0.2% active | AID 602313, 2012; note: potency is the fitted concentration of half-maximal effect; % of control where 0% means no effect; nearly all actives have a fitted effect of over 65% in size
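HeLa cells stably expressing A3F-eYFP plus Vif, plated and incubated overnight at 37 deg C, then exposed to compounds overnight at 37 deg C. Blocked degradation read as raised yellow fluorescence (Ex 488/Em 500-530).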
Vif-APOBEC3G blk: qHTS for Inhibitors of Vif-A3G Interactions: qHTS. 410,000 tested, 0.076% active. AID 602310, 2012. HeLa A3G-eYFP + Vif (tagged APOBEC3G with the HIV-1 protein that degrades it), YFP fluorescence, overnight. Potency, µM (titrated, usually from 46.1 µM), inactives show at the top dose activity, negative = active, most hits filed as inhibitors;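 note: potency is the fitted concentration of half-maximal effect; % is set by controls: 0 for no effect and ±100 for the full control effect; nearly all actives have a fitted effect of over 60% in size; hits raise eYFP signal because A3G escapes Vif-driven loss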
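Read-out is eYFP fluorescence (Ex 488/Em 500-530) from Vif-expressing HeLa A3G-eYFP cells; more signal means A3G escaped Vif-mediated degradation. Cells plated overnight, compound pinned in, incubated overnight at 37 deg C.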
TrxR1 substrate: qHTS Assay for Substrates of Mammalian Selenoprotein Thioredoxin Reductase 1 (TrxR1): qHTS; purified TrxR1 substrate turnover, NADPH consumption readout; Potency, µM (series often up to 114 µM), without a hit: at the top dose activity change, negative = substrate turnover; AID 588456, 2011; 390,000 tested, 0.01% active; note: potency is the fitted concentration of half-maximal effect; % is set by controls: 0 for no effect and ±100 for the full control effect; nearly all actives have a fitted effect of over 50% in size
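Rat TrxR1, dispensed at 90 nM, was prereduced with 400 uM NADPH (final) for 5 min at ~22 deg C, then incubated with compound 15 min before 400 uM selenite. A first-read NADPH fluorescence drop versus no-compound background flagged substrates.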
mIDH1 inhibitor: qHTS for Inhibitors of mutant isocitrate dehydrogenase 1 (IDH1): qHTS; IDH1-R132H enzyme, NADPH consumption, diaphorase/resazurin fluorescence; Potency, µM (top dose mostly 76.6 µM), without a hit: top-dose activity change, negative = inhibition, most hits filed as inhibitors; 390,000 tested, 0.093% active; AID 602179, 2012; note: potency is the fitted concentration of half-maximal effect; % is set by controls: 0 for no effect and ±100 for the full control effect; nearly all actives have a fitted effect of over 65% in size
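IDH1-R132H (0.5 ug/mL) preincubated 30 min with compound, then NADPH (0.016 mM) and alpha-KG (2 mM) added; 80 min at RT, pH 7.5. Remaining NADPH coupled via diaphorase/resazurin to fluorescence (540/590 nm); concentration-response curves normalized to no-enzyme control.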
* hit, by the source's call; ? = inconclusive; nt = no result given; [ ] = another dose, or the depositor's remark. Unless noted, calls come from the whole dose curve; as a rule, active = well fitted curve in the direction sought with a large enough effect; inconclusive = small, poorly fitted or top-dose-only effect, or another doubt; inactive = no such curve, though single readings can be large; an effect the other way counts as inactive or inconclusive. These rows are one share of the data; rates above refer to the full screens.

cpd	Compound	mIDH1 inhibitor	RXFP1 agonist	Vif-APOBEC3F blk	Glioma ERSR ind	PI4K2A block	TrxR1 substrate	USP1 inh	LDHA block	Vif-APOBEC3G blk
1	CCCNC(=O)CN(C)CC(=O)Nc1ccccc1C#N	11%	-0.3%	4%	1%	7	5%	-20%	0	1%
2	Cc1ccccc1C(=O)Nc1cccc(NC(=O)c2ccc(F)cc2)c1	-10%	0.9%	3%	0%	0	4%	-24%	-5	-1%
3	COc1ccc(N2CCN(C(=O)C3CCN(S(=O)(=O)c4ccccc4)CC3)CC2)cc1	-3%	1.6%	7%	-3%	-3	0%	1%	0	-13%
4	CS(=O)(=O)N(CC(=O)N1CCN(Cc2ccccc2)CC1)c1ccc2c(c1)OCCO2	0%	-1.6%	-4%	-4%	1	10%[57.1 µM]	-17%	-5	0%
5	C=CCNC(=S)N1CCN(Cc2ccccc2)CC1	17%	0.6%	-2%	-1%	5	5%	-10%	-18	1%
6	Cc1ccc(Cl)cc1NC(=O)c1ccccn1	-2%	0.5%	-22%	9%	3	0%	-4%	0	-6%
7	Cn1c(Cn2nnc3ccccc32)nnc1SCC(=O)Nc1ccc2c(c1)OCO2	0%	5.1%	-5%	-2%	-1	8%	3%	2	-4%
8	Cc1cc(C)nc(-n2nc(C)cc2NC(=O)CNCc2ccccc2)n1	2%	0.0%	2%	-4%	-2	-8%	-1%	-2	-4%
9	CCN1C(=O)[C@H]2[C@@H](c3ccc(-c4cccc(Cl)c4)cc3)N[C@@](Cc3ccccc3)(C(=O)OC)[C@H]2C1=O	-1%	0.8%	3%	-4%	-4	9%[57.1 µM]	-16%	2	-7%
10	Cn1cc(Br)c(C(=O)NC2C3CC4CC(C3)CC2C4)n1 (centres undefined)	3%	-0.4%	4%	0%	3	6%	-26%	0	0%
11	CCc1nnc(NC(=O)c2ccc3c(=O)n4c(nc3c2)CCC4)s1	3%	nt	0%	-5%	2	nt	-26%	1	0%
12	Cn1c(=O)c(=O)n(C)c2cc(N3CCCCC3)c(NS(=O)(=O)c3ccc(Br)cc3)cc21	-14%	4.0%	-9%	-5%	1	-8%	-22%	3	0%
13	COc1ccc(CNC(=O)CCC(=O)N2CCN(S(=O)(=O)c3ccc(Cl)cc3)CC2)cc1	-4%	0.2%	-3%	-2%	-5	1%[57.1 µM]	-2%	-11	-2%
14	Cc1cc(=O)oc2cc(OCC3CC(c4ccccc4)=NO3)ccc12 (centres undefined)	-3%	1.6%	-12%	4%	5	28%	2%	2	?
15	COc1ccc(C)c2sc(N(Cc3cccnc3)C(=O)c3cccs3)nc12	-9%	0.4%	-7%	-2%	-1	1%[57.1 µM]	-30%	-21	-9%
16	CC(=O)c1ccc(NC(=O)CSc2nc(N3CCOCC3)nc(N3CCOCC3)n2)cc1	-5%	0.4%	-2%	4%	-7	-18%	0%	-3	3%
17	CC(C)(C)c1ccc(CC(=O)N2CCC2(C)C(=O)NS(=O)(=O)c2ccc(Cl)s2)cc1 (centres undefined)	nt	nt	nt	1%	-12	nt	nt	1	-1%
18	CCOc1ccc(NC(=O)c2sc(NC(C)=O)c(C(=O)OC)c2C)cc1	2%	?	-26%	-4%	-1	35%	-16%	-4	3%
19	O=C(O)CC1C(=O)NCCN1CCCc1ccccc1 (centres undefined)	3%	0.1%	-1%	-4%	-2	4%	?	-2	0%
20	COc1ccc(-n2c(O)c(/C=N/n3cnnc3)c3ccccc3c2=O)cc1	5%	6.8%	2%	-5%	2	58%[activator]	?	0	-1%
21	O=C(CN1CCN(c2ccccn2)CC1)N1CCc2ccccc21	0%	0.2%	-5%	1%	-6	1%	-18%	-2	-9%
22	CCC(c1nnc(SCC(=O)N(C)c2ccccc2)n1Cc1ccccc1)N(C)C (centres undefined)	-2%	nt	5%	-4%	-6	-9%	-8%	3	1%
23	CN1C(=O)CSc2ccc(NC(=O)N3CCc4ccccc43)cc21	26%	0.8%	-5%	3%	-1	2%	3%	-7	-16%
24	COCCN1C=C2C(=O)C(C)(OC(=O)C3CCCC3)C(=O)C(c3ccccc3)=C2C=C1CCCC(=O)OC (centres undefined)	27%	-2.5%	-2%	-5%	-4	1%	?	-8	0%
25	Cn1c(=O)c2c(ncn2CC(=O)N/N=C/c2cn[nH]c2-c2ccc(F)cc2)n(C)c1=O	9%	14µM*	1%	-4%	-14	9%[57.1 µM]	-8%	-10	4%

Ordered by length of the SMILES (lowest first): some entries from above.
cpd	Compound	mIDH1 inhibitor	RXFP1 agonist	Vif-APOBEC3F blk	Glioma ERSR ind	PI4K2A block	TrxR1 substrate	USP1 inh	LDHA block	Vif-APOBEC3G blk
3	COc1ccc(N2CCN(C(=O)C3CCN(S(=O)(=O)c4ccccc4)CC3)CC2)cc1	-3%	1.6%	7%	-3%	-3	0%	1%	0	-13%
25	Cn1c(=O)c2c(ncn2CC(=O)N/N=C/c2cn[nH]c2-c2ccc(F)cc2)n(C)c1=O	9%	14µM*	1%	-4%	-14	9%[57.1 µM]	-8%	-10	4%
24	COCCN1C=C2C(=O)C(C)(OC(=O)C3CCCC3)C(=O)C(c3ccccc3)=C2C=C1CCCC(=O)OC (centres undefined)	27%	-2.5%	-2%	-5%	-4	1%	?	-8	0%

Reprinted at random: three entries already listed
cpd	Compound	mIDH1 inhibitor	RXFP1 agonist	Vif-APOBEC3F blk	Glioma ERSR ind	PI4K2A block	TrxR1 substrate	USP1 inh	LDHA block	Vif-APOBEC3G blk
18	CCOc1ccc(NC(=O)c2sc(NC(C)=O)c(C(=O)OC)c2C)cc1	2%	?	-26%	-4%	-1	35%	-16%	-4	3%
14	Cc1cc(=O)oc2cc(OCC3CC(c4ccccc4)=NO3)ccc12 (centres undefined)	-3%	1.6%	-12%	4%	5	28%	2%	2	?
24	COCCN1C=C2C(=O)C(C)(OC(=O)C3CCCC3)C(=O)C(c3ccccc3)=C2C=C1CCCC(=O)OC (centres undefined)	27%	-2.5%	-2%	-5%	-4	1%	?	-8	0%

Going on with the list:
cpd	Compound	mIDH1 inhibitor	RXFP1 agonist	Vif-APOBEC3F blk	Glioma ERSR ind	PI4K2A block	TrxR1 substrate	USP1 inh	LDHA block	Vif-APOBEC3G blk
26	Cc1nc(SCC(=O)N2CCCc3ccccc32)c2oc3ccccc3c2n1	6%	3.7%	-6%	-4%	-7	8%	-11%	-3	2%
27	CN(Cc1ccccc1)C(=O)c1[nH]cnc1C(=O)NCc1ccccc1	11%	0.1%	2%	-2%	-1	3%	-22%	0	-1%
28	Cc1c(C(=O)N/N=C/c2ccccc2)sc(=S)n1C	13%	3.0%	-4%	-10%	-11	-2%	-18%	1	1%
29	O=S(=O)(/C=C/c1ccccc1)NC1CCCCCC1	-2%	1.8%	-3%	-4%	-2	-5%	-5%	-3	-6%
30	CN1CCN(C2CC(=O)N(c3ccc4c(c3)OCCO4)C2=O)CC1 (centres undefined)	1%	0.3%	0%	-2%	-9	6%	8%	2	-2%
31	CCOC(=O)C1CCN(S(=O)(=O)c2cc(-c3onc(C)c3C)ccc2OC)CC1	10%	10%	-5%	-1%	-3	0%[57.1 µM]	-22%	-1	-26%
32	CCNC(=O)C1(C)CCCN(Cc2ccccc2-c2ccccc2)C1 (centres undefined)	nt	nt	nt	-2%	1	nt	nt	1	0%
33	COc1ccccc1OCC(=O)Nc1ccc(S(=O)(=O)N2CCCC2)cc1	1%	-0.1%	1%	-5%	1	-3%[57.1 µM]	-9%	0	2%
34	Oc1cc(NCc2ccc(Cl)cc2)cc2cccnc12	nt	1.4%	-10%	4%	4	4%[57.1 µM]	nt	7	2%
35	CN(C)C1(CNCC(O)c2ccccc2)CCCCC1 (centres undefined)	7%	2.1%	?	0%	7	5%	-1%	-24	-1%
36	CCOC(=O)c1ccc(-n2c(CN3CCOCC3)nc3ccc([N+](=O)[O-])cc3c2=O)cc1	6%	-1.3%	2%	-3%	-1	3%	-23%	0	?
37	Cc1ccc(S(=O)(=O)NC(=O)C2(C)CCN2C(=O)Cc2ccc(Cl)cc2Cl)nc1 (centres undefined)	nt	nt	nt	-3%	-1	nt	nt	-5	-6%
38	Cc1ccc(-c2cc(C(=O)N3CCc4ccccc4C3)no2)cc1	0%	0.3%	-8%	5%	-6	5%	-25%	3	10%

Bioassay records: PubChem BioAssay, National Center for Advancing Translational Sciences (NCATS)
